EPAC1 antag: blocks human EPAC1 exchange factor. O95398. Potency, µM (titrated, usually from 115 µM), for inactives: top-dose activity change, negative = inhibition, usual class: inhibitors. AID 720709. 360,000 compounds, 0.14% hits. EPAC1 GEF assay, Rap1b-BODIPY-GDP exchange fluorescence;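 note: potency is the fitted concentration of half-maximal effect; plate controls were vehicle for no effect and positive control for full effect; nearly all actives have a fitted effect of over 50% in size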
PI5P4Ka inh: blocks human PI5P4K alpha kinase activity | 330,000 compounds, 1.2% hits | P48426 | max response, % | PI5P4Kalpha enzyme, ADP-Glo luminescence, 60 min; stronger effect = lower value; active = max response of -50% or lower; inconclusive = between -30% and -50%; inactive = -30% or higher; note: value at the top dose of about 77 µM; % is set by controls: 0 for no effect and ±100 for the full control effect
Target sequence (P48426 whole entry, looked up): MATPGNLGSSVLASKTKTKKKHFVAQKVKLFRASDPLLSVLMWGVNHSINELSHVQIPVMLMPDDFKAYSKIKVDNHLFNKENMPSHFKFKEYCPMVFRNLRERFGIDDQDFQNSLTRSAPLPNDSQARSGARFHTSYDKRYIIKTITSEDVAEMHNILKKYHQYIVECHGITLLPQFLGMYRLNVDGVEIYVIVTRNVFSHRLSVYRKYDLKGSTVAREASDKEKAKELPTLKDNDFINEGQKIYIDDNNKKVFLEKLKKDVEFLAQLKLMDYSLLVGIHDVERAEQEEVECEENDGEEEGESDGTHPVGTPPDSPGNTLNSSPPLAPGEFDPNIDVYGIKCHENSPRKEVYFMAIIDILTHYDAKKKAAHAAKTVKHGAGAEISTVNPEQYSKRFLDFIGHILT
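Human PI5P4Kalpha with substrate in 0.038 M HEPES pH 7.4, 0.28 mM EGTA, 0.1% CHAPS, 5% DMSO; reaction started with 5 microM ATP (final), 60 min at room temperature. ADP formed read by ADP-Glo luminescence.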
EPAC2 antagonist: antagonists of human EPAC2; Q8WZA2; EPAC2 GEF exchange of Rap1B-BODIPY-GDP, fluorescence; Potency, µM (series often up to 114 µM), for the others: at the top dose activity, negative = inhibition, actives largely listed as inhibitors; 360,000 compounds, 0.18% hits; AID 720708; note: potency is the fitted concentration of half-maximal effect; % is set by controls: 0 for no effect and ±100 for the full control effect; nearly all actives have a fitted effect of over 45% in size; many of its hits are not listed in these tables
CCT modulator: modulators of cytosolic chaperonin (CCT/TRiC) activity | purified chaperonin ATPase assay, HTRF ADP detection, 30 min | activity change, % (test concentration not listed), hits read low | 360,000 compounds, 0.3% hits; in the data active = activity change below about -30%; note: % is set by controls: 0 for no effect and ±100 for the full control effect
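TRiC at 40 or 20 nM final (batch-dependent) in 30 mM Tris pH 7.4, 100 mM KCl, 5 mM MgCl2, 1 mM DTT, with compound at single 76 uM and 10 uM ATP, 30 min at 37 deg C. ADP detected by HTRF Transcreener, 665/615 ratio.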
EPAC1 ag: activates human EPAC1 exchange factor; EPAC1 agonist qHTS, biochemical assay; response scale: 100% = response to 6.5 mM cAMP; Potency, µM (titrated, usually from 154 µM), inactives show at the highest dose activation, usual class: activators; O95398; 360,000 compounds, 0.073% hits; AID 720707; note: potency is the fitted concentration of half-maximal effect; nearly all actives have a fitted effect of over 60% in size
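Nucleotide exchange by EPAC1 (100 nM) on Rap1B–BODIPY-GDP (250 nM) in the presence of 50 uM GDP is tracked fluorescently at 480/540 nm over 30 min. Signals are normalized to a 6.5 mM cAMP control.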
WRN helicase inh: inhibitors of human WRN helicase; WRN helicase unwinding, fluorescent forked duplex, kinetic; Potency, µM (titrated, usually from 114 µM), for the others: at the highest dose activity change, negative = inhibition, actives largely listed as inhibitors; 360,000 compounds, 0.46% hits; note: potency is the fitted concentration of half-maximal effect; % is set by controls: 0 for no effect and ±100 for the full control effect; nearly all actives have a fitted effect of over 55% in size
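Screening of the MLSMR collection measured strand separation of a quenched forked DNA duplex (100 nM) by 20 nM WRN with 2 mM ATP, all final. Compounds were preincubated with enzyme 15 min at room temperature.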
PLK1 PBD inh: inhibitors of human PLK1 polo-box domain binding. 360,000 compounds, 2.8% hits. AID 720504. Potency, µM, without a hit: max response, negative = inhibition, actives largely listed as inhibitors. P53350. Plk1 PBD binding of FITC phosphopeptide, fluorescence polarization; note: potency is the fitted concentration of half-maximal effect; series mostly up to about 57 µM; % is set by controls: 0 for no effect and ±100 for the full control effect; nearly all actives have a fitted effect of over 65% in size
Target sequence (P53350 whole entry, looked up, the tested form may be a part): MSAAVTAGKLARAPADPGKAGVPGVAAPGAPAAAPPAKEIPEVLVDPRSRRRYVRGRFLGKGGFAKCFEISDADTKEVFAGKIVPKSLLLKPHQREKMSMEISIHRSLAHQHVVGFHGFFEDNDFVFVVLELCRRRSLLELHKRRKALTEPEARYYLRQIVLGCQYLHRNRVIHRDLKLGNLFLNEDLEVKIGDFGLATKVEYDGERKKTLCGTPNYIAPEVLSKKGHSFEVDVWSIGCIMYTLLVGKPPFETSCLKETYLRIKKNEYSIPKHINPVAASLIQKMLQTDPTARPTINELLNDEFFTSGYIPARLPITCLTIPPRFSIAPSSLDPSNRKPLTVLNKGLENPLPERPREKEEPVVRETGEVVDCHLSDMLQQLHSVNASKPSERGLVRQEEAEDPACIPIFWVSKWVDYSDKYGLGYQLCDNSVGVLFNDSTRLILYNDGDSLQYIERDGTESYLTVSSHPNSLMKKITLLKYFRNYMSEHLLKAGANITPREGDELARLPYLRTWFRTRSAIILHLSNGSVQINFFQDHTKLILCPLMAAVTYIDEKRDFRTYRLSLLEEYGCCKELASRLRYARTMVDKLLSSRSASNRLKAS
MmCpn inh: blocks the Methanococcus maripaludis chaperonin Mm-Cpn; purified Mm-Cpn ATPase, ADP Transcreener TR-FRET; Potency, µM (titrated, usually from 76.9 µM), inactives show at the highest dose activity, negative = inhibition, most hits filed as inhibitors; 330,000 compounds, 0.031% hits; AID 504842; note: potency is the fitted concentration of half-maximal effect; % is set by controls: 0 for no effect and ±100 for the full control effect; nearly all actives have a fitted effect of over 80% in size
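TR-FRET (320 nm excitation; 590 and 665 nm emission) reports ADP made from 10 uM ATP by 25 nM enzyme; compounds were preincubated 10 min, reaction run 30 min, both at 37°C.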
Starred values were filed as active, the others as inactive; ? = inconclusive; nt = not tested or not shown; [ ] = remark or other dose. Unless noted, calls come from the whole dose curve; as a rule, active = well fitted curve in the direction sought with a large enough effect; inconclusive = small, poorly fitted or top-dose-only effect, or another doubt; inactive = no such curve, though single readings can be large; an effect the other way counts as inactive or inconclusive. Only part of the results is shown (hit frequency here may not be typical).

SMILES	EPAC1 antag	PI5P4Ka inh	EPAC2 antagonist	CCT modulator	EPAC1 ag	WRN helicase inh	PLK1 PBD inh	MmCpn inh
Cc1cccc(C)c1NC(=O)CC(C)c1ccccc1 (stereo not given)	16%	4	16%	0.1	-3%	-22%	-5%	0%
C=CCn1c(COc2ccc(F)cc2)nnc1SCC(=O)N1CC(=O)Nc2ccccc21	5%	nt	0%	-1.2	0%	2%	-1%	1%
CCOC(=O)N1CCN(C(=O)CN(c2ccc(C)cc2)S(=O)(=O)c2c(C)noc2C)CC1	8%	-7	7%	0.4	-5%	5%	-8%	1%
O=C(COC(=O)Cn1[nH]c(=O)c2ccccc2c1=O)Nc1c(Cl)cccc1C(F)(F)F	-12%	-1	-4%	0.7	-8%	-7%	-1%	4%
O=C1Nc2ccccc2C1(c1ccccc1)c1ccccc1	-9%	-15	-2%	0.2	23%	2%	-5%	2%
COCCn1c(Cc2ccccc2)nnc1SCC(=O)NC(C)C	-6%	-2	12%	0.6	-5%	8%[57.1 µM]	-3%	3%
Cc1cc(C)cc(Cn2c3ccc(NC(=O)NCCc4cccs4)cc3c(=O)n2C)c1	32%[activator]	-2	3%	0.7	0%	-3%	-28%	nt
O=C(N/C(=C\c1ccc([N+](=O)[O-])cc1)C(=O)N1CCCCC1)c1ccco1	12%	-3	1%	-1.3	4%	14%	-9%	-3%
Cc1ccc(C(=O)Oc2ccc(C(=O)COC(=O)c3cnccn3)cc2)cc1	-9%	nt	5%	-1.2	-2%	11%	1%	-2%
O=C(Nc1nnc(C2CC2)s1)c1cc([N+](=O)[O-])ccc1N1CCCCC1	-8%	-11	6%	-0.4	-2%	-6%	-7%	0%
CCN(CC)S(=O)(=O)c1ccc(Oc2cccc(C(C)=O)c2)nc1	-5%	-1	3%	-0.6	-1%	-8%	-9%	-1%
C=CCc1cccc(/C=N/NC(=O)C(C)Nc2cccc(C)c2)c1O (stereo not given)	-10%	4	6%	-2.8	-10%	6%	-10%	0%
Cn1cc2cccc([N+](=O)[O-])c2n1	-1%	2	6%	2.7	7%	4%	3%	-1%
COc1cc(OC)c(OC)cc1/C=C/C(=O)c1ccc(NS(=O)(=O)c2ccc(C)cc2)cc1	-3%	-8	9%	-2.6	15%	-15%	26%	?
COc1ccc([C@H]2N[C@]3(CCCN(Cc4ccc(C(F)(F)F)cc4)C3=O)[C@H]3C(=O)N(C)C(=O)[C@@H]23)cc1	10%	-17	-5%	-2.3	-5%	-2%	-11%	nt
COc1ccc(C(=O)O)cc1S(=O)(=O)Nc1cccc(C)c1	-6%	-2	-5%	-0.8	4%	-3%	-11%	-1%
COc1ccc(C2=CCC3CCCCN3C2)cc1OC (stereo not given)	1%	1	-1%	-5.0	-2%	-2%	-1%	-5%
CCOC(=O)C1(Cc2ccccc2)CCN(Cc2cc(OC)c3c(c2)OCO3)CC1	-11%	3	7%	-2.5	1%	-5%	4%	1%
O=C(Nc1ccc(NC(=O)c2cccs2)cc1)c1ccco1	0%	11	3%	-3.5	0%	-1%[57.1 µM]	-3%	-2%
C=CCN(c1ccccc1C(=O)O)S(=O)(=O)/C=C/c1ccccc1	-5%	5	-2%	0.8	-2%	0%	5%	0%
COc1ccc(N2C(=O)C(=O)/C(=C(/O)c3ccc(C)cc3)C2c2cccnc2)cc1 (stereo not given)	15%	-8	19%	-0.7	-9%	-10%[57.1 µM]	6%	-1%
CCN(CC)C(=O)CSc1nc2ccc(NC(=O)CSc3nccn3C)cc2s1	9%	nt	-1%	0.0	3%	-16%	-9%	-4%
O=[N+]([O-])c1ccccc1COc1ccc(Cl)c2cccnc12	3%	-12	4%	-0.4	0%	3%	24µM*	-1%
C=CCCC(=O)Nc1nc(C)c(-c2csc(Nc3ccc(Cl)cc3Cl)n2)s1	-3%	0	4%	-1.9	-10%	-9%	-5%	-26%
CCOC(=O)c1ccccc1NC(=O)CC(C)CC(=O)O (stereo not given)	7%	-2	11%	-2.1	4%	1%	-5%	-1%
CCc1ccc(CN(C)Cc2nc(-c3cccc(Cl)c3)no2)nc1	?	-2	-8%	-6.3	-7%	-11%	-28%	3%
CC1(C)CC[C@]2(C(=O)O[C@@H]3OC(CO)[C@@H](O)[C@H](O)[C@H]3O)CC[C@]3(C)C(=CCC4[C@@]5(C)CC[C@H](O[C@@H]6OC(C(=O)O)[C@@H](O)[C@H](O)[C@H]6O)C(C)(C)C5CC[C@]43C)[C@@H]2C1 (stereo not given in full)	-21%	-21	12%	-1.5	-25%	11%	-25%	-3%
CC(=O)c1ccc(OCC(=O)c2cc(C)n(-c3ccc4c(c3)OCO4)c2C)cc1	-7%	-14	6%	1.1	6%	9%	-6%	-1%
Cc1nnc(SCC(=O)Nc2nc(-c3ccccc3)cs2)n1N	14%	nt	6%	-1.5	-8%	3%	-1%	-4%
CC(=O)Nc1nnc(-c2c(-c3c(Cl)cccc3Cl)noc2C)o1	25%	-6	-2%	-1.5	-2%	12%	-3%	-3%

3 entries out of the list, ordered by heavy-atom count, ascending.
SMILES	EPAC1 antag	PI5P4Ka inh	EPAC2 antagonist	CCT modulator	EPAC1 ag	WRN helicase inh	PLK1 PBD inh	MmCpn inh
CCOC(=O)c1ccccc1NC(=O)CC(C)CC(=O)O (stereo not given)	7%	-2	11%	-2.1	4%	1%	-5%	-1%
CCN(CC)C(=O)CSc1nc2ccc(NC(=O)CSc3nccn3C)cc2s1	9%	nt	-1%	0.0	3%	-16%	-9%	-4%
COc1ccc(N2C(=O)C(=O)/C(=C(/O)c3ccc(C)cc3)C2c2cccnc2)cc1 (stereo not given)	15%	-8	19%	-0.7	-9%	-10%[57.1 µM]	6%	-1%

Single records (already shown). Order of values: EPAC1 antag, PI5P4Ka inh, EPAC2 antagonist, CCT modulator, EPAC1 ag, WRN helicase inh, PLK1 PBD inh, MmCpn inh
Entry for CCN(CC)C(=O)CSc1nc2ccc(NC(=O)CSc3nccn3C)cc2s1 : 9%, nt, -1%, 0.0, 3%, -16%, -9%, -4%
Entry for CC(=O)c1ccc(OCC(=O)c2cc(C)n(-c3ccc4c(c3)OCO4)c2C)cc1 : -7%, -14, 6%, 1.1, 6%, 9%, -6%, -1%
Entry for C=CCCC(=O)Nc1nc(C)c(-c2csc(Nc3ccc(Cl)cc3Cl)n2)s1 : -3%, 0, 4%, -1.9, -10%, -9%, -5%, -26%
Entry for CC(=O)Nc1nnc(-c2c(-c3c(Cl)cccc3Cl)noc2C)o1 : 25%, -6, -2%, -1.5, -2%, 12%, -3%, -3%
Entry for Cc1nnc(SCC(=O)Nc2nc(-c3ccccc3)cs2)n1N : 14%, nt, 6%, -1.5, -8%, 3%, -1%, -4%

The list continues:
SMILES	EPAC1 antag	PI5P4Ka inh	EPAC2 antagonist	CCT modulator	EPAC1 ag	WRN helicase inh	PLK1 PBD inh	MmCpn inh
CCCCC(=O)NC(=S)Nc1ccccc1N1CCCCC1	-6%	4	2%	1.6	8%	-5%	-2%	2%
Cc1ccc(NC(=O)CCSc2nnnn2-c2ccc3c(c2)OCO3)cc1C	-16%	0	-11%	0.8	13%	-13%	3%	0%
COc1ccc(NC(=O)COc2ccccc2F)cc1S(=O)(=O)N1CCCCC1	-13%	-9	-2%	3.2	3%	-32%	-1%	-1%
Cc1ccc(C(=O)N(C)c2nnc(-c3ccncc3)s2)cc1	3%	2	3%	0.6	1%	2%	-8%	?
O=C(NCc1ccc(F)cc1)c1cnc2sccn2c1=O	-10%	-16	-5%	-1.4	-2%	-11%	-10%	-4%
COCCCN1C(=O)C(=O)/C(=C(/O)c2ccccc2)C1c1ccc(N(C)C)cc1 (stereo not given)	6%	nt	0%	-2.7	1%	-3%	-1%	-1%
CCN(CC)C(=O)CSc1nnc(CSc2ncccn2)n1C	7%	-1	0%	-0.9	4%	4%	-22%	0%
CSc1nc(N)c2cn[nH]c2n1	-14%	18	15%	2.2	-1%	-3%	1%	nt
C/C(=N\Nc1nc2ccccc2[nH]1)c1ccc2c(c1)OCO2	-26%	1	-19%	-2.1	9%	-20%	-21%	-1%
O=C(c1cc(N2C(=O)C3C4CCC(C4)C3C2=O)ccc1Cl)N1CCCCCC1 (stereo not given)	12%	-2	2%	-0.1	3%	-1%	-11%	?
Cn1cnnc1SCC(=O)Nc1ccc(Cl)cn1	-1%	5	-6%	1.2	7%	-6%	-12%	1%
COc1ccc(/C=N/Nc2nnc(Cc3ccc(OC)c(OC)c3)c(=O)[nH]2)cc1	10%	10	20%	2.8	-8%	-29%	-1%	2%
Cc1ccc(C(=O)Nc2ncccc2S(=O)(=O)c2ccccc2)cc1	6%	5	9%	0.3	-15%	-1%	2%	-1%
CCSc1nnc(NS(=O)(=O)c2ccc(OC)cc2)s1	-4%	1	-14%	-1.8	7%	9%	-13%	-3%
CC(C)Cc1nnc(NC(=O)CCC(=O)N2CCN(Cc3ccc(Cl)cc3)CC2)s1	30%	-2	2%	-0.7	5%	-3%[57.1 µM]	-20%	-2%
COc1ccc(C(CC(=O)N2CCCCC2)c2c(OC)cc(OC)c3c(-c4ccccc4)cc(=O)oc23)cc1 (stereo not given)	-13%	-81*	-16%	-0.2	9%	-9%[11.6 µM]	?	0%
CCOCCc1nnc(NC(=O)CCc2ccccc2)s1	19%	-5	5%	-1.4	-5%	1%	-3%	-1%
CCSc1nc2ccccc2n1CC(=O)O	17%	-5	-10%	-3.4	-4%	2%	-8%	-3%
CC(OC(=O)c1ccc2ccccc2n1)C(=O)c1ccccc1 (stereo not given)	-26%	-3	-4%	-0.1	-10%	2%	-19%	0%
CCNS(=O)(=O)c1ccc(NC(=O)Nc2ccccc2OC)cc1	-6%	-6	2%	-2.2	-6%	4%[57.1 µM]	-21%	3%
Brc1cnc2nc[nH]c2c1	-3%	1	1%	-2.6	-5%	-3%	-3%	3%
COc1ccccc1N1CCN(C(=O)c2noc(C(C)C)c2[N+](=O)[O-])CC1	13%	7	0%	-2.5	4%	-3%	-5%	0%
O=C(NC1CCCCCCC1)c1ccc(S(=O)(=O)N2CCCC2)cc1	-15%	-3	0%	0.6	-2%	-12%	-3%	1%
O=C(NCc1nc2ccccc2[nH]1)c1cc2ccccc2oc1=O	2%	3	18%	-1.0	4%	-3%	-6%	0%
Cc1cc(=O)oc2c(N)c(O)ccc12	-3%	3	-6%	-1.7	-16%	4%	-9%	-2%
COc1ccc(CCC(=O)Nc2cc(Cl)ccc2OC)cc1	-5%	nt	-4%	-0.7	15%	-14%	-6%	2%
O=C(NCCc1nnc2ccc(N3CCCC3)nn12)c1ccccc1	-8%	0	9%	-0.3	-38%[inhibitor]	0%	-1%	nt

Screening data (PubChem)
